# PV pol inh – poliovirus RNA polymerase inhibition | poliovirus polymerase elongation, fluorescence polarization; hits give low values | AID 588519 | P03300 | % elongation, % (compound at 16.7 µg/mL) | 150,000 tested, 0.66% active; in the data active = % elongation below about 90%; also: some results filed as inactive read as strong as hits
# Target sequence (P03300 1749-2209 limits assumed): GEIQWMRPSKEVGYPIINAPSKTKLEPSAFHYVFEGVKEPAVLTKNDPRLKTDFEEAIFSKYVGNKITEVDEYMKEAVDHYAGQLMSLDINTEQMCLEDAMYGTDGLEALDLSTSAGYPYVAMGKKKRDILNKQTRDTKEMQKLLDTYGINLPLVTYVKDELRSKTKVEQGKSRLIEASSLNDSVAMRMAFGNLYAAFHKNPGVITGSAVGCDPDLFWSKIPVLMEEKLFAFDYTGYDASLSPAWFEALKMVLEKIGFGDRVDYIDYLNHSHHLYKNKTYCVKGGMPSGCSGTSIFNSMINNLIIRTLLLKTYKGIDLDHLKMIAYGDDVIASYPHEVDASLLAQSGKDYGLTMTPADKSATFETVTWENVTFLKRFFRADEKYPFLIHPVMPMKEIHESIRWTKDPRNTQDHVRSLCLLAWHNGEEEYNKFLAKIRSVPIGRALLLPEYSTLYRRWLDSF
# PV pol inh FP z-score – also measured in PV pol inh; calls as there; z-score; measured here: FP z-score; hits read low
# Starred values were filed as active, the others as inactive. Not all compounds are listed; the hit share may differ from the screen's.
SMILES,PV pol inh,PV pol inh FP z-score
CCN1C(=O)c2cccc3c(NC(=O)c4ccc(S(=O)(=O)N5CCCCC5C)cc4)ccc1c23 (stereo not given),98.0,-1
CCOC(=O)C1CCCN(CCP(=O)(c2ccccc2)c2ccccc2)C1 (stereo not given),105.0,1.2
Cc1ccc(NC(=O)C2CCC(CNS(=O)(=O)c3csc(C(N)=O)c3)CC2)cc1Cl (stereo not given),106.0,-0.1
O=C(COc1ccc(/C=N/NC(=O)CSc2ncccn2)cc1)NCC1CCCO1 (stereo not given),103.0,0.1
O=C(Oc1ccc(Cl)cc1)c1csc(C2COc3ccccc3O2)n1 (stereo not given),108.0,0.8
Cc1ccc(Cn2c(=O)c3ccccc3n3c(SCc4cc(=O)n5ccsc5n4)nnc23)cc1,98.0,-0.6
CCN(CC)S(=O)(=O)c1cccc(C(=O)OCC(=O)c2ccc3c(c2)OCO3)c1,105.0,0.3
Fc1cccc2c1N[C@@H](c1ccccn1)[C@H]1CC=C[C@@H]21,103.0,0.9
Cc1ccc(N(O)S(=O)(=O)c2ccc(C)cc2)cc1,107.0,0.7
COC(=O)C1Cc2ccccc2CN1C(=O)CSc1nnc(-c2cc3c(s2)CCC(C)C3)o1 (stereo not given),101.0,0
Cc1ccc(N(C(=O)c2ccccc2)C2CS(=O)(=O)CC2OC(=O)c2ccccc2)cc1 (stereo not given),102.0,0.1
COC(CNC(=O)c1ccc(CS(=O)(=O)Cc2ccccc2F)o1)OC,100.0,-0.3
CCNCC(=O)NCc1ccc(Cl)cc1,98.0,-0.4
COc1ccc(CC2C(=O)NC(=S)NC2=O)cc1,95.0,-0.8
CCN1CCCC1CNS(=O)(=O)c1cc(C(=O)OC)n(C)c1 (stereo not given),99.0,-0.7
Cc1nn(C2CCS(=O)(=O)C2)c(Cl)c1CNCC1CN(CC(C)C)CCO1 (stereo not given),99.0,-0.5
Cc1ccc(-c2nn(C)c(=O)c3ccccc23)cc1S(=O)(=O)N1CCOCC1,100.0,-0.5
O=C(Nc1ccc(F)c(Cl)c1)C1CCCN(S(=O)(=O)c2cccc3nsnc23)C1 (stereo not given),105.0,-0.6
CC1CN(CC2COC(C)(C)O2)CC(C)O1 (stereo not given),105.0,0.1
O=C1CC(c2cc(F)cc(F)c2)c2cc3c(cc2N1)OCO3 (stereo not given),109.0,1
CCc1ccc(/C=C(\C#N)S(=O)(=O)c2ccccc2)s1,101.0,0.5
COc1ccc(C)cc1S(=O)(=O)N1CCN(C(=O)c2ncoc2-c2cccc(C)c2)CC1,106.0,1.4
O=C1c2ccccc2C(=O)N1CN(CCCn1ccnc1)CN1C(=O)c2ccccc2C1=O,102.0,0.4
CC(C)CN(CCCNC(=O)c1cc(=O)[nH]c2ccc(S(=O)(=O)N3CCCC3)cc12)CC(C)C,109.0,-0.5
O=C(O)CSCC(=O)N1CCCC1,99.0,-1.8

# Of the compounds above, these contain an aryl thioether with sulfur outside any ring:
SMILES,PV pol inh,PV pol inh FP z-score
O=C(COc1ccc(/C=N/NC(=O)CSc2ncccn2)cc1)NCC1CCCO1 (stereo not given),103.0,0.1
Cc1ccc(Cn2c(=O)c3ccccc3n3c(SCc4cc(=O)n5ccsc5n4)nnc23)cc1,98.0,-0.6
COC(=O)C1Cc2ccccc2CN1C(=O)CSc1nnc(-c2cc3c(s2)CCC(C)C3)o1 (stereo not given),101.0,0

# New compounds follow:
SMILES,PV pol inh,PV pol inh FP z-score
COc1cccc(C2C=C(c3ccccc3)Nc3c(C(=O)Nc4ccccc4)cnn32)c1OC (stereo not given),109.0,0.7
O=C(O)CCC(=O)Nc1cccc(C(=O)c2ccccc2)c1,101.0,0.1
Cc1nnc(N2CCC(C(=O)NCCc3ccccc3)CC2)c2nn(-c3ccc(Cl)cc3)c(C)c12,110.0,0.8
O=C(NCC1COc2ccccc2O1)c1nn(-c2ccccc2)c(=O)c2ccccc12 (stereo not given),97.0,-1
COc1ccc(N2C(=O)CS(=O)(=O)C23C(=O)N(Cc2ccccc2F)c2ccccc23)cc1Cl (stereo not given),102.0,-0.8
O=c1ccc(OCCOc2ccccc2)nn1-c1ccccc1,100.0,-0.2
FC(F)(F)c1cccc(N2CCN(C(=S)Nc3ccc4c(c3)OCO4)CC2)c1,99.0,-0.4
Cc1ccc(Cl)cc1-n1c(=O)c2sc3ccccc3c2n(CC(=O)NC2CCCC2)c1=O,107.0,0.9
Cc1cc(/C=N/O)nc(=O)[nH]1,103.0,0.4
O=C1C(Cc2ccccc2)NC(=S)N1CC1CCCO1 (stereo not given),103.0,0.2
COc1ccc(N2Cc3cccc(C(=O)Nc4cc(C)cc(C)c4)c3C2=O)cc1,111.0,1.2
Cc1ccc(S(=O)(=O)c2nnn3c2nc(N(C)Cc2ccccc2)c2cc(Cl)ccc23)cc1C,111.0,1.8
COc1ccc(-c2nc3ccccc3c(C(N)=O)c2C)cc1,99.0,-0.6
COc1ccc(/C=C\c2onc(C)c2S(=O)(=O)N2CCC(C(=O)Nc3cccc(C)c3C)CC2)cc1,110.0,1.1
Nc1nccc(-c2ccc(NC(=O)Nc3ccccc3)cc2)n1,102.0,-0.4
O=C(O)c1cccc2c1C(=O)N(C1CCCC1)C2,103.0,0.3
Cc1nc(SC(C)C(=O)O)[nH]c(=O)c1Oc1ccccc1 (stereo not given),100.0,-0.1
N#C/C(=C\c1ccc(N2Cc3ccccc3C2)cc1)C(=O)NCc1ccco1,100.0,-0.2
N#CCCn1c(=S)n(CCC#N)c2ccccc21,100.0,-0.3
COc1ccc(-c2noc(CSc3nc(N)cc(=O)[nH]3)n2)cc1,108.0,0.6
Cc1cccc(N2CCN(C(=O)CN3C(=O)COc4ccc(S(=O)(=O)N5CCC(C)CC5)cc43)CC2C)c1 (stereo not given),103.0,-0.4
CCOc1ccc(NC(=O)Cn2c(=O)n(CC(=O)NCc3ccccc3Cl)c(=O)c3sccc32)cc1,102.0,-0.8
O=C(Nc1ccc(F)cc1)c1ccc(Cn2nc(N3CCN(c4ccccc4)CC3)ccc2=O)o1,110.0,0.6
C(=C\c1ccccc1)/CNCC1CCCO1 (stereo not given),101.0,-0.4
Cc1ccc(-c2nnc(SCC(=O)c3ccc(Cl)cc3)n2-c2ccccc2)cc1,94.0,-3

# Fetched by structure from above:
SMILES,PV pol inh,PV pol inh FP z-score
O=C(Nc1ccc(F)cc1)c1ccc(Cn2nc(N3CCN(c4ccccc4)CC3)ccc2=O)o1,110.0,0.6
COc1cccc(C2C=C(c3ccccc3)Nc3c(C(=O)Nc4ccccc4)cnn32)c1OC (stereo not given),109.0,0.7
COc1ccc(N2Cc3cccc(C(=O)Nc4cc(C)cc(C)c4)c3C2=O)cc1,111.0,1.2

# Later entries.
SMILES,PV pol inh,PV pol inh FP z-score
CN(C)c1ccc(C(CNC(=O)COc2ccccc2)N2CCOCC2)cc1 (stereo not given),110.0,0.7
c1ccc(C2=Nc3ccccc3Oc3ccccc32)cc1,107.0,0.3
CC1CCN(c2nc3ccc(C(=O)NCc4ccccc4)cc3s2)CC1,106.0,-0.3
CCC(CC)NC(=O)Cc1ccc(Cl)cc1,106.0,0.3
N#CC1=C(N)Oc2c(c(-c3ccccc3)nn2-c2ccccc2)C1c1ccc(Cl)cc1 (stereo not given),103.0,0.3
Cc1cc(C)n2nc(COc3ccccc3)nc2n1,105.0,1.3
COc1ccc(NC(=O)C2C3CCCCC32)cc1 (stereo not given),98.0,-0.2
COc1ccccc1CNC(=O)Cn1c(=O)cnc2ccccc21,109.0,0.7
O=C(CSc1n[nH]c(=O)n1Cc1ccccc1)Nc1ccc2c(c1)CCC2,101.0,-0.3
Cc1nc2scc(C)n2c(=O)c1S(=O)(=O)Nc1ccc(N2CCOCC2)cc1,104.0,-0.2
CCOC(=O)c1ccc(N=Cc2ccc3c(c2)OCO3)cc1,102.0,0.2
CC(C)n1c(C(=O)OC(C(=O)NCc2ccco2)c2cccnc2)cc2sccc21 (stereo not given),101.0,-0.2
CCN(CC)c1nc(N2CCOCC2)nc(N2CC(=O)N(c3ccccc3)C2=N)n1,102.0,0
CCc1ccc(S(=O)(=O)NCc2nc3cccnc3n2Cc2ccccc2Cl)cc1,115.0,1.6
Cc1ccccc1OCC(=O)OCc1cc(=O)n2ccsc2n1,106.0,0.1
Oc1ccc(N2CCNCC2)cc1,103.0,0.2
N#Cc1cccc(OCC(=O)c2ccc[nH]2)c1,119.0,2.1
Cc1cnc(C(=O)Nc2ccc(N3CCN(C(=O)OC(C)(C)C)CC3)cc2)cn1,102.0,0.3
CCn1c2ccccc2c2cc(NC(=O)C(C)OC(=O)c3cccn3C)ccc21 (stereo not given),20.0*,-6.1*
Cc1ccc2c(CNCc3ccc(C)o3)c(C(=O)O)n(Cc3ccc(F)cc3)c2c1,105.0,-0.4
N#C/C(=C\c1cn(CC(=O)N2CCCC2)c2ccccc12)C(=O)NCc1ccc2c(c1)OCO2,100.0,-0.4
COc1cc(C2/C(=C(\O)c3ccccc3)C(=O)C(=O)N2CCC(=O)O)ccc1O (stereo not given),104.0,0.7
O=C(CN1C(=O)c2cccc3cccc1c23)Nc1ccccc1Br,104.0,0
CC1Cc2c([nH]c3ccccc23)C(=O)N1 (stereo not given),98.0,-0.1
O=C(CSc1nc2ccccc2c(=O)n1CCO)Nc1ccccc1C(=O)Nc1ccccc1,104.0,0.3

# Whole records, quoted from the list. Screens in order: PV pol inh, PV pol inh FP z-score
# `c1ccc(C2=Nc3ccccc3Oc3ccccc32)cc1` across the screens: 107.0, 0.3
# `CCN(CC)c1nc(N2CCOCC2)nc(N2CC(=O)N(c3ccccc3)C2=N)n1` across the screens: 102.0, 0
# `CC1Cc2c([nH]c3ccccc23)C(=O)N1` (stereo not given) across the screens: 98.0, -0.1
# `COc1cc(C2/C(=C(\O)c3ccccc3)C(=O)C(=O)N2CCC(=O)O)ccc1O` (stereo not given) across the screens: 104.0, 0.7

# The results go on:
SMILES,PV pol inh,PV pol inh FP z-score
Cc1cc(=O)oc2cc(OC(C)C(=O)NC3(C#N)CCCCC3)ccc12 (stereo not given),100.0,-0.4
COC(=O)CN1C(=O)COc2cc(S(=O)(=O)N3CCCc4ccccc43)ccc21,104.0,0.3
Cc1ccc(Sc2c(C(=O)NCc3cccc(F)c3)[nH]c3ccccc23)cc1,112.0,0.9
CC1(C)CC(=O)C2=C(C1)NC1=C(C(=O)CC(C)(C)C1)C2c1ccccc1C(F)(F)F,104.0,0
CC(=O)NC(CC(=O)Nc1ccc2c(c1)OCCO2)c1ccccc1 (stereo not given),103.0,0.2
COc1cc2nc(=S)n3c(c2cc1OC)NC(CCC(=O)NCCc1ccc(Cl)cc1)C3=O (stereo not given),100.0,-0.7
Cc1c2cnn(CC(=O)N3CCN(c4ccccc4)CC3)c(=O)c2c(C)n1Cc1ccc(F)cc1,107.0,0.2
Cc1onc(-c2ccccc2)c1C(=O)OCCN1C(=O)c2ccccc2C1=O,101.0,-0.1
Nc1c(S(=O)(=O)c2ccccc2)c2nc3ccccc3nc2n1CCNC(=O)c1cccs1,101.0,-0.2
CC1CCCN(C(=O)Cn2c(=O)oc3cc(S(=O)(=O)N4CCCCC4)ccc32)C1 (stereo not given),108.0,1.2
CCOC(=O)c1c(NC(=O)CCCOc2ccc(C(C)(C)C)cc2)sc2c1CCCC2,103.0,-0.3
Cc1cc(C)n2c(Nc3c(C)cccc3C)c(-c3ccsc3)nc2n1,113.0,0.2
Cc1ccc(S(=O)(=O)c2c[nH]c(=O)[nH]2)cc1,103.0,-0.1
O=C(OCC(=O)N1CCOCC1)c1ccc2ccccc2c1,104.0,0.1
CCn1cc2c(n1)-c1c(oc(C(=O)Nc3ccc(Cl)cc3)c1C)CC2,88.0*,-5*
CC(C)NC(=O)C1CCC(Cn2c(=O)c3sccc3n(CC(=O)N3CCCC3)c2=O)CC1 (stereo not given),107.0,0.2
c1ccc(-c2c(-c3ccccc3)n(Cc3ccco3)c3ncnc(NCCCn4ccnc4)c23)cc1,102.0,0.1
CCOC(=O)c1ccccc1NC(=O)CN1CCCN(Cc2cccc(Cl)c2)S1(=O)=O,110.0,0.7
CC1(C)CC(=O)/C(=C(\O)Cc2ccccc2)C(=NCc2ccccc2)C1,101.0,0
Cc1cccc(N2CCN(c3ncnc4onc(C)c34)CC2C)c1 (stereo not given),106.0,0.2
CC1(C)CC(=O)/C(=C/c2ccccc2)C(C)(C)N1,101.0,-0.1
CC1=C(C(=O)N(CC2CC=CCC2)CC2CCCO2)C2(CCCCC2)OC1=O (stereo not given),104.0,1.1
Cc1cc(C)nc(Nc2ccc(S(N)(=O)=O)cc2)n1,101.0,0
O=C1CCCc2cc(S(=O)(=O)NCc3cccnc3)ccc2N1,99.0,-1.4
O=C1CSc2ccccc2N1Cc1ccc(Cl)cc1,97.0,-1.7
# (list continues)
SMILES,PV pol inh,PV pol inh FP z-score
CSc1ncc(F)c(N(C)C)n1,102.0,0
Cn1c(=O)c2cc(C(=O)Nc3cccc(C#N)c3)sc2c2ccccc21,105.0,0.2
O=C(NCCc1ccc(Cl)cc1)c1ccc2c(c1)N(Cc1ccc(F)cc1)C(=O)CS2,100.0,-1.6
Cn1c(NCCN)nc2c1c(=O)n(Cc1ccccc1)c(=O)n2C,107.0,0
CNS(=O)(=O)c1cccc(C(=O)OC2CCCCC2=O)c1 (stereo not given),102.0,-0.1
Cc1oc2ccccc2c1CCOC(=O)c1ccc(Cl)cc1,109.0,1.1
CCOc1ccc(-n2cc(-c3ccccc3)c3c(NC4CCCCC4)ncnc32)cc1,108.0,0.1
O=C(COc1ccc(-c2nnco2)cc1)N(CCc1ccccc1)Cc1ccccc1,99.0,-0.3
Cc1ccc(-n2nc3c(=O)n(CC(=O)NCC(C)c4ccccc4)nc(C)c3c2C)cc1 (stereo not given),101.0,-1.5
CN(C)c1ccc(C2NCCS2)cc1 (stereo not given),105.0,0.9
Cc1ccc2onc(CC(=O)N3CCN(c4cccc(C)c4C)CC3)c2c1,105.0,-0.2
O=C(CSc1nnc(-c2cccs2)n1C1CC1)NC(=O)C1COc2ccccc2O1 (stereo not given),100.0,0
CCOc1ccc(-c2cc(C(=O)N3CCN(c4cccc(C)c4)C(C)C3)c3ccccc3n2)cc1 (stereo not given),109.0,0.1
O=c1oc2ccccc2cc1-c1csc(-c2ccccc2)n1,107.0,0.5
